# High-throughput results deposited in PubChem BioAssay by Sanford-Burnham Center for Chemical Genomics.
# NALP3 yeast inh = NALP3 inflammasome inhibitors in reconstituted yeast, primary screen, luminescence, uHTS. Yeast reconstituted NLRP3/ASC/caspase-1, beta-gal luminescence, 24 h. inhibition, % at 10 µM. hit rate 0.39% among 330,000;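 active = inhibition of 50% or more; inactive = inhibition below 50%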;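 also: plate controls were induced DMSO wells for no effect and uninduced yeast grown without galactose for full effect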
# TIM10 inh = growth inhibitors of isogenic TIM10 control yeast, primary screen, counter-screen for tim10-1 yeast inhibitor project, luminescence, uHTS; S. cerevisiae TIM10 strain growth, BacTiter-Glo luminescence, 24 h; inhibition, % at 10 µM; hit rate 1.4% among 330,000; AID 463195, 2010;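 active = inhibition of 40% or more at the single tested concentration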;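 also: wild-type TIM10 isogenic control strain grown at permissive 25 °C; 0% = DMSO yeast wells and 100% = minimal medium wells without yeast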
# NR3A LBD binder = binders of NR3A ligand-binding domain, primary screen, biophysical, differential scanning fluorimetry, uHTS | Glutamate receptor ionotropic, NMDA 3A (GRIN3A) ligand-binding domain | NR3A LBD differential scanning fluorimetry, Tm shift; 0% = protein alone, 100% = glycine-bound protein | Tm shift relative to glycine control, % at 25 µM | hit rate 2.5% among 340,000 | AID 1259313, 2017;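 active = melting temperature shift of at least 10% of the positive control shift, at one fixed dose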
# MPTP block = mitochondrial permeability transition pore inhibitors, primary screen, biochemical, isolated mouse mitochondria, absorbance; hit rate 1.4% among 360,000; inhibition, % at 10 µM; Ca2+ swelling absorbance, 30 min;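 active = inhibition of 50% or more, scaled per plate between neutral and stimulator controls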;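 also: 0% = DMSO wells given calcium and 100% = 1 mM EGTA wells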
# tim23-1 inh = growth inhibitors of tim23-1 mutant yeast, primary screen, luminescence, uHTS; S. cerevisiae tim23-1 growth, BacTiter-Glo luminescence, 24 h; inhibition, % at 20 µM; hit rate 1.3% among 330,000;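 active = growth inhibition of the mutant yeast at or above 50%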;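 also: temperature-sensitive mutant grown at 25 °C; plate controls were DMSO-treated mutant yeast for no effect and medium wells lacking yeast for full effect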
# tim10-1 inh = growth inhibitors of tim10-1 mutant yeast, primary screen, luminescence, uHTS; S. cerevisiae tim10-1 ts strain growth, BacTiter-Glo, 24 h; inhibition, % at 20 µM; hit rate 2.2% among 330,000;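 active = inhibition of at least 40%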;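 also: mutant grown at 25 °C; 0% = DMSO wells with yeast and 100% = wells holding no yeast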
# APJ antag = antagonists of human apelin receptor APJ, primary screen, CHO-K1 cells, beta-arrestin complementation, luminescence. AID 2521, 2010. P35414. hit rate 0.32% among 330,000. inhibition, % at 20 µM;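 active = inhibition above about 40% at 20 µM, limit read from the data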;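 also: cells challenged with 10 nM apelin-13 agonist together with compound; plate controls were apelin-13 plus DMSO wells for no effect and DMSO wells lacking apelin-13 for full effect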
# Target sequence (P35414 whole entry, looked up): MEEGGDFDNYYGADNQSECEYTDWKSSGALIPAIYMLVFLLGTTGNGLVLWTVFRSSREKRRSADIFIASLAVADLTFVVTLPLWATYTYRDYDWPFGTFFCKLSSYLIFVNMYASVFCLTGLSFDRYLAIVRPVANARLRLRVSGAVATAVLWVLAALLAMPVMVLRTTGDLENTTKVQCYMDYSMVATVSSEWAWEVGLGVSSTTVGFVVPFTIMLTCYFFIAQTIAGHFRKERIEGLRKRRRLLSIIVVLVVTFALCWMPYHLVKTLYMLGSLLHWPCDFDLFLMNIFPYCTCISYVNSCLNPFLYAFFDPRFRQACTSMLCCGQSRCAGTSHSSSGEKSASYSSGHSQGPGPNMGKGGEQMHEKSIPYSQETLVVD
# APJ ag = agonists of human apelin receptor APJ, primary screen, CHO-K1 cells, PathHunter beta-arrestin, luminescence; activation, % at 20 µM; P35414; hit rate 0.11% among 330,000; 0% DMSO wells, 100% apelin;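 active = activation more than six SD over the plate average, tested at 20 µM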;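 also: 0% = DMSO alone and 100% = apelin-13 at 10 nM; some results filed as inactive read as strong as hits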
#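 Test system – PathHunter CHO-K1 APJ (AGTRL-1) beta-arrestin reporter cells · Input – 1000 cells/well · Compound – single test compound dose, 20 µM final, 1% DMSO · Times – compound stimulation 90 min at 25 °C, detection 60 min · Technique – beta-gal luminescence · Read-out basis – APJ–arrestin association signal · Control set – negative DMSO alone, positive Apelin-13 at 10 nM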
# MIN6 prolif = inducers of MIN6 beta-cell proliferation, primary screen, ATP luminescence, uHTS; MIN6 cells proliferation, ATPlite luminescence, 48 h; cells starved in 0.2% serum; 100% = growth in 10% serum; proliferation, % at 10 µM; hit rate 0.29% among 330,000; AID 2380, 2010;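 active = compounds whose signal lies at least 3.5 SD above the mean of all wells on their plate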;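 also: 0% = DMSO-treated cells in low-serum medium and 100% = 10% serum control; some compounds called inactive have numbers as strong as hits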
# An asterisk follows results filed as active; . = not tested or not shown. Only part of the results is shown; the hit share may differ from the screen's.
SMILES,NALP3 yeast inh,TIM10 inh,NR3A LBD binder,MPTP block,tim23-1 inh,tim10-1 inh,APJ antag,APJ ag,MIN6 prolif
CNS(=O)(=O)c1ccc(N=Cc2c(O)n(-c3ccc(C)cc3)c(=O)[nH]c2=O)cc1,7,8,1,0.8,-2,9,-14,-4,0
O=[N+]([O-])c1ccc(NCc2ccccc2)c2nonc12,5,6,1,.,39,33,-11,1,-2
COc1ccc(N=Nc2c(O)[nH]c(=S)[nH]c2=O)cc1,29,-14,1,0.4,-16,-29,22,-4,-3
CC(NCc1ccc(Cl)c(Cl)c1)C(O)c1ccccc1 (configuration not stated),34,15,-1,2.9,11,3,-11,1,-3
Oc1ccccc1-[n+]1c(-c2ccccc2)cc(-c2ccccc2)cc1-c1ccccc1,15,8,-1,20,11,4,-24,7,-8
C=Cn1ccnc1P(=S)(c1nccn1C=C)C1CCCCC1,-5,31,-1,0.6,36,32,-24,1,-1
Cc1ccc(OCC(=O)N2CCN(C)CC2)c(Br)c1,9,-1,-2,0.1,11,18,3,2,-1
COC(=O)C1=C(c2ccc(F)cc2OCc2ccccc2)C[C@@H]2CC[C@H]1N2C(=O)NCc1ccc(C(C)(C)C)cc1,11,19,1,-0.6,20,21,8,-5,-7
CCNc1nc2[nH]c(=O)c3c(c2s1)OC(N)=C(C#N)C3c1cccs1 (configuration not stated),5,-7,2,-2.7,-6,-13,6,6,0
O=C(N/N=C/c1c(O)n(C2CC2)c(=S)[nH]c1=O)c1ccccc1Cl,1,-1,-3,-15,6,-6,-18,-6,0
Cc1[nH]c2ccccc2c1/C=N/O,2,-4,-1,-0.4,-9,3,-18,-1,0
COc1ccc(-n2c(/C=C/c3ccc(O)cc3)nc3ccccc3c2=O)cc1,14,28,-4,1.3,30,32,3,-1,-4
Cc1noc(C)c1C(=O)N1CCC2(CC1)OCCO2,1,-2,1,0.0,1,-10,-3,-3,-3
CCC(=NCc1ccco1)c1c(O)n(C)c(=O)n(C)c1=O,3,-17,-1,9.0,-11,1,-4,-3,0
COc1ccc(/C=C2/C(=O)NC(=O)N(C3CCCCC3)C2=O)cc1CSc1ccccn1,3,7,.,.,25,20,10,-2,1
Cc1ccc2c(c1)C1CN(C)CCC1N2C(=O)CCCN1C(=O)c2cccc3cccc(c23)C1=O (configuration not stated),-21,17,-2,0.7,-3,10,-2,-7,-3
CN(C(=O)Cc1ccc(Cl)c(Cl)c1)C(CN1CCCC1)c1cccc(OCC(=O)O)c1 (configuration not stated),21,5,1,-0.4,7,2,5,-5,11
Cc1[nH]c2ccccc2c1C1=CCNCC1,8,-1,0,0.4,6,1,-4,-3,-3
C[N+]12CCC(CC1)C(=C(c1ccccc1)c1ccccc1)C2,8,1,0,-0.2,2,23,3,0,0
Cc1ccc(S(=O)(=O)NCC2CCC(C(=O)N3CCC4(CC3)OCCO4)CC2)cc1 (configuration not stated),23,-16,-12,0.5,0,2,-25,-6,-2

# Next part (two carried over from the part before).
SMILES,NALP3 yeast inh,TIM10 inh,NR3A LBD binder,MPTP block,tim23-1 inh,tim10-1 inh,APJ antag,APJ ag,MIN6 prolif
C[N+]12CCC(CC1)C(=C(c1ccccc1)c1ccccc1)C2,8,1,0,-0.2,2,23,3,0,0
Cc1ccc(S(=O)(=O)NCC2CCC(C(=O)N3CCC4(CC3)OCCO4)CC2)cc1 (configuration not stated),23,-16,-12,0.5,0,2,-25,-6,-2
CC(=O)c1c(C)n(CC2CCCO2)c2ccc(O)cc12 (configuration not stated),12,0,-1,0.5,5,-5,-2,5,-2
Cc1cccn2c(=O)c3cc(C(=O)N4CCC5(CC4)OCCO5)n(C)c3nc12,16,8,-3,-0.1,25,19,-3,-3,-4
COc1ccccc1NC(=O)c1cn(CCC#N)nc1-c1ccc(F)cc1,19,6,0,0.7,24,17,10,3,0
Cc1nc2nc(C)c(CCC(=O)N3CCC4(CC3)OCCO4)c(C)n2n1,11,7,0,-1.8,6,0,-5,0,-1
O=C1N(c2ccc(Cl)cc2)C(c2cccnc2)N2CCCN12 (configuration not stated),11,-73,-14,67*,-350,-68,20,-3,-1
CCC(=O)c1ccc(OC(=O)N(C)c2ccccc2)cc1,14,0,-1,-0.6,7,2,9,-3,-2
CN(Cc1ccccc1)Cc1ccccc1OC(=O)N(C)C,4,-1,-1,1.4,1,10,16,-3,2
COC(=O)C1=C(c2cccc(C#N)c2)C[C@@H]2CC[C@H]1N2C(=O)N1CCC(O)CC1,20,-7,0,0.8,-9,-9,3,-4,-2
O=C(C(=O)N1CCOCC1)c1cn(Cc2ccccc2F)c2ccccc12,14,-2,-2,0.0,8,4,-37,8,-1
CCC1(CC)C(=N)N(C)C(=O)NC1=O,-7,-18,1,-0.2,3,18,-27,2,-1
COc1ccc(C2C(C(=O)N3CCC4(CC3)OCCO4)c3cc(OC)c(OC)cc3C(=O)N2C)cc1 (configuration not stated),-8,7,0,0.1,20,21,-8,-3,-2
O=C(NC(=S)N1C[C@H]2C[C@H](C1)c1cccc(=O)n1C2)c1ccc(Cl)cc1,-1,-10,1,-1.3,5,3,-18,10,0
CC(=O)N1CCN(CCN=Cc2c(O)n(-c3ccc(F)cc3)c(=S)[nH]c2=O)CC1,42,12,0,-0.3,4,9,-15,-1,-2
COC(=O)C1=C(c2ccccc2)C[C@@H]2CC[C@H]1N2C(=O)NCCCOC(C)C,4,-4,1,-0.3,15,3,-9,0,-4
COc1ccc(-c2csc(NC(=O)COC(=O)Cc3ccccc3)n2)cc1OC,20,-11,.,.,-12,17,18,-2,-3
CCOC(=O)c1ccc(N2C(=O)CC(N3CC=C(c4ccc(F)cc4)CC3)C2=O)cc1 (configuration not stated),-3,57*,-2,0.3,19,63*,-4,-1,-2
CN1C(=O)C(=Cc2ccccc2Oc2ccc(Cl)cc2)C(=O)N(C)C1=O,2,-5,-10,16,29,-3,5,-3,-1
COc1ccc(OC)c(N2Cc3ccccc3C2=N)c1,2,7,1,1.5,-4,9,7,-3,-3
Cc1cc(=O)[nH]c(CCl)n1,-2,3,-2,-0.4,7,-1,-34,0,-4
CN1CCN(c2ccc([N+](=O)[O-])c(Sc3ccccn3)c2)CC1,16,2,-1,-1.4,0,-6,16,2,-1

# 7 compounds out of the list, ordered by number of heavy atoms, rising.
SMILES,NALP3 yeast inh,TIM10 inh,NR3A LBD binder,MPTP block,tim23-1 inh,tim10-1 inh,APJ antag,APJ ag,MIN6 prolif
CC(=O)c1c(C)n(CC2CCCO2)c2ccc(O)cc12 (configuration not stated),12,0,-1,0.5,5,-5,-2,5,-2
CCC(=O)c1ccc(OC(=O)N(C)c2ccccc2)cc1,14,0,-1,-0.6,7,2,9,-3,-2
O=C1N(c2ccc(Cl)cc2)C(c2cccnc2)N2CCCN12 (configuration not stated),11,-73,-14,67*,-350,-68,20,-3,-1
Cc1nc2nc(C)c(CCC(=O)N3CCC4(CC3)OCCO4)c(C)n2n1,11,7,0,-1.8,6,0,-5,0,-1
COC(=O)C1=C(c2cccc(C#N)c2)C[C@@H]2CC[C@H]1N2C(=O)N1CCC(O)CC1,20,-7,0,0.8,-9,-9,3,-4,-2
CCOC(=O)c1ccc(N2C(=O)CC(N3CC=C(c4ccc(F)cc4)CC3)C2=O)cc1 (configuration not stated),-3,57*,-2,0.3,19,63*,-4,-1,-2
COc1ccc(C2C(C(=O)N3CCC4(CC3)OCCO4)c3cc(OC)c(OC)cc3C(=O)N2C)cc1 (configuration not stated),-8,7,0,0.1,20,21,-8,-3,-2

# Additional entries
SMILES,NALP3 yeast inh,TIM10 inh,NR3A LBD binder,MPTP block,tim23-1 inh,tim10-1 inh,APJ antag,APJ ag,MIN6 prolif
COc1ccc(C(=O)C(C)(C)NO)cc1,5,-19,1,-3.5,-2,-9,-30,8,-1
COc1cc2c3cc1Oc1cc(ccc1O)C[C@@H]1c4c(cc(OC)c(O)c4Oc4ccc(cc4)C[C@H]3N(C)CC2)CCN1C,29,-2,1,4.9,-4,-12,19,-2,-8
CCN(CC)CCCN=Cc1c(O)n(Cc2ccc(F)cc2)c(=O)[nH]c1=O,0,-20,-1,-2.5,-1,4,8,-1,-1
CCOC(=O)C1CCN(C=C2C(=O)N(C)C(=S)N(C)C2=O)CC1,6,4,-10,-2.0,4,-21,6,-5,-2
COC(=O)C1C2c3ccccc3OC1(C)N=c1s/c(=C/c3cnn(C)c3)c(=O)n12 (configuration not stated),11,27,8,-3.6,15,12,-5,-3,1
COC(=O)c1cn(C(=O)c2cccc3ccccc23)c2ccccc12,15,6,1,-0.7,1,6,2,-1,-3
COc1cc(C(O)CN)ccc1O (configuration not stated),4,7,1,-5.2,7,6,0,-6,8
COc1ccccc1CC1/C(=N/O)C2CCN1CC2 (configuration not stated),1,-1,1,-0.6,6,-7,13,1,-2
COC(=O)C1=C(c2cccc(OCc3ccccc3)c2)C[C@@H]2CC[C@H]1N2C(=O)NCCCc1ccccc1,9,7,-1,0.1,20,16,1,-1,-7
Cc1ccc2nc3c(cc2c1)CC1(C(=O)N(C)C(=O)N(C)C1=O)C1CCCCN31 (configuration not stated),-3,13,2,2.5,11,15,10,-2,-2
Cc1cccc(NP(=O)(Oc2ccccc2F)Oc2ccccc2F)c1C,-15,14,24*,-5.1,24,24,14,-3,0
C[C@]12CCC(=O)C[C@H]1CC[C@@H]1[C@@H]2CC[C@]2(C)[C@@H](O)CC[C@@H]12,59*,-2,.,.,22,22,-76,1,-1
O=C(c1ccc(CNS(=O)(=O)c2ccc(Br)cc2)cc1)N1CCC2(CC1)OCCO2,6,9,-5,1.7,3,-5,-4,-6,-1
COC(=O)C1=C(c2cccc(OC)c2OC)C[C@@H]2CC[C@H]1N2C(=O)N1CCOCC1,12,7,-1,0.7,8,5,-4,-4,-3
CN1C(=O)N(C)C(=O)C2(Cc3cc(NC(=O)c4ccccc4)ccc3N3CCCC32)C1=O (configuration not stated),5,24,-3,-0.2,17,31,-18,6,-4
O=C(c1ccccc1)N1CCC2(CC1)OCCO2,10,-15,1,0.8,11,-5,7,-2,1
O=C1NC(=O)N(c2cccc(Cl)c2)C(=O)/C1=C\c1ccc(Sc2nc3ccccc3[nH]2)o1,4,25,-5,40,15,14,2,0,-5
COc1ccccc1CC1C(=O)C2CCN1CC2 (configuration not stated),3,-7,-1,0.5,-3,13,-22,-1,-3
Cc1ccccc1NC1=NCCCS1,-11,-2,2,-5.3,-2,-3,0,-2,-4
Clc1ccccc1CN1CCN(c2cccc3[nH]ccc23)CC1,23,-8,2,-1.0,17,13,6,1,0
